M1 antag: human M1 muscarinic receptor antagonists, primary screen, CHO-K1 cells, Fluo-8 calcium fluorescence, 1536-well. Muscarinic acetylcholine receptor M1 (Homo sapiens), P11229. CHO-K1 hM1, ACh EC80 antagonist. inhibition, % at 3 µM. actives 1.3% (n = 360,000). AID 588852, 2011;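 active = percent inhibition above its own plate's cutoff, namely the mean of that plate's compound wells plus 3 SD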;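 note: peak over basal fluorescence ratio during 140 s after agonist addition; 0% = ACh EC80 plus DMSO and 100% = DMSO alone without agonist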
Target sequence (P11229 whole entry, looked up): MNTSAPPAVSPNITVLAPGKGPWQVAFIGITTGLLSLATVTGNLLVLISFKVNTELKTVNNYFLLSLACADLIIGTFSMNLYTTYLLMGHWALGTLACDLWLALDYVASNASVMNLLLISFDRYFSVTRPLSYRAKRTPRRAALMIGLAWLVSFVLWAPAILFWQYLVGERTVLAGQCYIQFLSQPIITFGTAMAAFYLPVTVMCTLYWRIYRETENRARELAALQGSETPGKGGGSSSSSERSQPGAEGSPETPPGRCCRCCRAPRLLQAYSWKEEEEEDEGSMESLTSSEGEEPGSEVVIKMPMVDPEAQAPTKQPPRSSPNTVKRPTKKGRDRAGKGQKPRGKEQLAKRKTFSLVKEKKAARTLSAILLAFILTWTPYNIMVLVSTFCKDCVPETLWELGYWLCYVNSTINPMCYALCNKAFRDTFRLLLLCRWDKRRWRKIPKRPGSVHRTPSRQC
CHO-K1 Ca ag: counter-screen for M1 agonists: effect in parental CHO-K1 cells | Fluo-8 calcium fluorescence; scaled to maximal ATP response, vehicle zero | activation, % at 3 µM | actives 0.48% (n = 360,000) | AID 602248, 2012; in the data active = activation above about 15%;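 note: untransfected CHO-K1 host cells lacking M1 receptor as counterscreen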
CHO-K1 Ca PAM: nonselective calcium activators in parental CHO-K1 cells, primary screen, counter-screen for M1 PAM project, cell-based, Fluo-8 calcium fluorescence, full deck, 1536-well | activation, % at 3 µM | AID 602247, 2012 | actives 0.02% (n = 360,000) | ATP EC20; 0% at ATP EC20, 100% at ATP max;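 active = activation above the run cutoff, the mean activation of all test compounds plus 3 SD, cut at about 40% in these data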;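 note: peak over basal fluorescence ratio in a 140 s read after ATP addition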
CHO-K1 Ca antag: counter-screen for M1 antagonists: effect in parental CHO-K1 cells | ATP-induced calcium, Fluo-8 fluorescence | inhibition, % at 3 µM | actives 0.6% (n = 360,000) | AID 602250;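 active = inhibition above a per-plate cutoff, the plate's mean sample inhibition plus 3 SD, cut at about 24% in these data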;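 note: 0% = DMSO plus EC80 ATP and 100% = DMSO alone without ATP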
CHO parental Ca: ATP-evoked calcium signal inhibitors, parental CHO, primary screen, counter-screen for OX1R antagonist project, cell-based, fluorescence, Fluo-8 calcium dye; parental CHO-K1, ATP-induced calcium, Fluo-8 fluorescence; inhibition, % at 5.6 µM; actives 0.63% (n = 330,000);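 active = inhibition above that plate's mean sample inhibition plus 3 SD, cut at about 26% in these data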;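 note: 0% = ATP-challenged DMSO wells and 100% = DMSO wells without ATP; some compounds past the cut are filed as inactive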
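Assay system: parental CHO cells; Read-out basis: percent inhibition of ATP-evoked calcium rise, normalized to controls; Benchmarks: ATP and no-ATP DMSO wells; Compound dosing: single nominal dose of 5.6 µM per compound; Signal: Fluo-8 calcium dye fluorescence; Also added: ATP as calcium-mobilizing challenge; Repeats: singlicate.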
TAAR1 antag: human TAAR1 antagonists, primary screen, Fluo-8 calcium fluorescence, CHO RD-HGA16 cells. antagonist. inhibition, % at 3 µM. actives 1.5% (n = 360,000);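 active = inhibition above a per-plate cutoff, the mean inhibition of test compounds on that plate plus 3 SD, cut at about 49% in these data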;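 note: 0% = DMSO plus EC80 beta-PEA response and 100% = DMSO alone without agonist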
Target sequence (Q96RJ0 whole entry, looked up): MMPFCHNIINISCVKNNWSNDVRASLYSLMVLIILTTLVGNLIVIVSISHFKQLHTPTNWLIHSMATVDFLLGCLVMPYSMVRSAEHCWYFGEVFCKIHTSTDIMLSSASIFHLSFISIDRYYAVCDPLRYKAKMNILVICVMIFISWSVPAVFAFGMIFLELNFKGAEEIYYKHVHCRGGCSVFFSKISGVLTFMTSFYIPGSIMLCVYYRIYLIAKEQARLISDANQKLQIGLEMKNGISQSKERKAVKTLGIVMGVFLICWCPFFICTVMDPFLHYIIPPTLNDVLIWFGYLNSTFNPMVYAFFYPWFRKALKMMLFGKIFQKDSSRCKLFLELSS
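Test system: RD-HGA16 CHO cells with stable hTAAR1 and Gα16 / Probe or stimulus: EC80 β-phenethylamine stimulus / Times: seeding 17-24 h prior, 75-min 37 °C, 30-min RT dye loading / Detection: Fluo-8 calcium-sensitive fluorescence / Read-out basis: % inhibition scaled between DMSO and EC80 PEA controls / Repeats: singlicate, one well per test compound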
TAAR1 ag: human TAAR1 agonists, primary screen, Fluo-8 calcium fluorescence, CHO RD-HGA16 cells; activation, % at 3 µM; AID 624467, 2012; vehicle wells 0%, saturating PEA agonist 100%; actives 0.99% (n = 360,000); Trace amine-associated receptor 1 (Homo sapiens), Q96RJ0;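 active = activation above the mean activation of all test compounds in the run plus 3 SD, cut at about 38% in these data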
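System: CHO RD-HGA16 cells carrying human TAAR1 plus Gα16; Incubation: 17-24 h seeding, 75 min 37 °C dye, 30 min RT; Measured by: Fluo-8 fluorescence, 5 s baseline then 140 s kinetic read; Control set: DMSO and PEA EC100; Replication: single well for each compound.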
CHRM1 agonist: human M1 muscarinic receptor agonists, primary screen, Fluo-8 calcium fluorescence, CHO-K1 cells, HTS; actives 0.33% (n = 360,000); activation, % at 3 µM; CHO-K1 hM1, agonist mode; 0% DMSO, 100% acetylcholine EC100;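 active = activation above the run's mean compound activation plus 3 SD, cut at about 16% in these data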;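 note: peak over basal fluorescence ratio within a 140 s kinetic read after compound addition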
M1 PAM: human M1 muscarinic receptor positive allosteric modulators, primary screen, CHO-K1 cells, Fluo-8 calcium fluorescence, 1536-well. CHO-K1 hM1, ACh EC20; 0% = ACh EC20, 100% = maximal ACh. actives 0.088% (n = 360,000). activation, % at 3 µM; in the data active = activation above about 19%, passing the limit was not always enough
* hit, by the source's call; nt = no result given. This is a random part of the collection; any-hit rate near 4.4%.

Second line of a record: M1 antag	CHO-K1 Ca ag	CHO-K1 Ca PAM	CHO-K1 Ca antag	CHO parental Ca	TAAR1 antag	TAAR1 ag	CHRM1 agonist	M1 PAM
Cc1ccccc1S(=O)(=O)N1C[C@H]2[C@H]3C(=O)N(C4CCCCC4)C(=O)[C@H]3CC(=O)[C@H]2[C@@H]1c1ccc(Cl)cc1
 : -2.3	0.2	-0.3	5.6	nt	-20.1	5.6	-4.4	3.2
C=CCN(CC=C)C(=O)CCc1nnc(CCc2c[nH]c3ccccc23)o1
 : -0.1	0.1	-18.3	21.2	-6.0	-13.4	2.1	-7.8	0.8
Cc1ccc(-c2[nH]nc3c2C(c2cccnc2)C(C#N)=C(N)O3)cc1 (stereo not given)
 : -6.1	0.9	6.3	-15.5	-2.9	-14.3	4.3	-4.1	6.3
O=C1COc2ccc(C(=O)CSc3ccc(Br)cc3)cc2N1
 : -7.9	0.1	1.1	12.6	0.3	4.8	9.2	0.1	13.0
Cc1ccc(S(=O)(=O)N2CCOCC2)cc1C(=O)N1CCN(S(=O)(=O)c2cccs2)CC1
 : -11.3	0.9	17.6	-13.6	-9.4	-11.2	8.2	-2.8	13.4
CNC(=O)NC(=O)CSc1ccc(S(=O)(=O)N(C)C2CCCCC2)cn1
 : -1.7	1.2	2.3	-7.5	nt	1.4	0.2	-1.4	1.0
Cc1ccc(S(=O)(=O)N2CCOCC2)cc1C(=O)OCC(=O)N1CCCC1=O
 : -13.9	1.1	14.6	-18.6	-14.0	-3.0	1.6	-1.7	9.5
Cc1cc(C)nc(SCc2ccc(C(=O)N/N=C/c3cccnc3)cc2)n1
 : -2.0	1.3	-2.8	-5.6	-30.5	nt	nt	3.9	4.9
O=C(Nc1ccc(S(=O)(=O)Nc2nccs2)cc1)c1cc(-c2ccncc2)nc2ccccc12
 : -10.5	1.0	19.6	-13.2	-16.7	-24.6	0.1	-3.8	5.3
COc1ccc(CCNS(=O)(=O)c2ccc(-n3cnnn3)cc2)cc1OC
 : 1.3	1.0	8.2	-8.9	2.2	-13.1	5.4	-2.5	-0.9
NS(=O)(=O)c1ccc2c(c1)C1C=CCC1C(C1CC=CCC1)N2 (stereo not given)
 : -5.6	0.3	6.7	-18.5	-1.6	-20.2	3.6	-1.3	7.1
NC(=O)Nc1ccc(C(=O)OCC(=O)c2c[nH]c3ccccc23)cc1
 : -4.8	1.4	8.6	-7.9	-0.6	3.5	47.7*	-0.2	1.9
Cc1ccc(S(=O)(=O)N2CCN(c3ncnc4ccccc34)CC2)cc1
 : 35.8*	14.5	-17.9	8.6	0.8	12.5	7.0	1.0	-15.5
Nc1cc(=O)n(Cc2ccccc2)c(=O)n1-c1ccc(Cl)cc1
 : 3.9	4.9	19.4	-5.3	-14.7	-6.1	1.4	-1.8	3.4
Cc1ccc2c(c1)N(CC(=O)N1CCCCC1c1cccnc1)C(=O)CO2 (stereo not given)
 : 2.5	5.4	16.5	-30.1	-30.6	11.9	9.1	-9.0	-5.5
CC(C)(C)C(=O)NC(n1cnc2c(N3CCOCC3)ncnc21)C(Cl)(Cl)Cl (stereo not given)
 : -11.6	1.1	7.0	-10.3	-12.5	-2.7	2.9	-4.0	9.6
CC(=O)Nc1cccc(C(=O)Nc2ccccc2N2CCOCC2)c1
 : 1.3	3.5	18.7	-7.8	-12.1	20.7	9.2	-4.3	0.4
COC(=O)c1ccc(NC(=O)CC(=O)Nc2ccc(C(=O)OC)cc2)cc1
 : -9.0	0.7	3.4	-5.7	-1.3	2.1	-0.8	-1.4	7.1
O=C(Cn1c(=O)oc2cc(S(=O)(=O)N3CCc4ccccc43)ccc21)NC1CCCC1
 : 27.4	0.6	19.6	-3.6	6.7	34.4	2.6	-12.1	-21.5
Cc1ccc(C)c(OCC(=O)Nc2c(C)n(C)n(-c3ccccc3)c2=O)c1
 : -3.8	0.7	15.1	-20.5	-15.4	6.1	1.8	-8.5	1.8
O=C(O)CN1C(=O)c2ccc(Oc3ccc([N+](=O)[O-])cc3)cc2C1=O
 : 5.2	1.3	-1.4	-3.3	-1.2	2.3	5.1	-1.5	-2.6
CCCn1c(SCC(=O)c2cc(C)n(-c3ccc4c(c3)OCO4)c2C)n[nH]c1=O
 : 24.3	6.9	-6.7	14.6	-7.6	4.7	0.4	-4.9	-15.7
CN(C)c1cccc(C(=O)NN2C(=O)NC3(CCCCC3)C2=O)c1
 : 0.4	3.5	3.3	-7.3	-2.2	3.1	0.6	-3.8	-1.6
Cc1cc2oc(C(=O)NCc3ccccc3)cc(=O)c2cc1C
 : 81.1*	-0.5	-11.6	13.3	-8.2	1.8	1.0	-7.0	-30.7
O=C1c2ccccc2S(=O)(=O)N1Cc1nc2ccccc2s1
 : 4.8	0.0	-4.8	13.7	-17.4	-12.9	4.5	-0.8	2.5
Cc1c(C(=O)N2CCc3ccccc32)oc2ccccc12
 : -12.6	-0.8	27.9	-16.1	-20.6	-9.9	-2.8	-10.0	-1.1
Cc1nnc(N2CCC(C(=O)N3CCCCC3)CC2)c2nn(-c3ccc(Cl)cc3)c(C)c12
 : 2.7	-1.6	14.4	-4.5	-12.0	nt	nt	-6.2	-12.4
CC(C)(C)c1ccc(C(O)c2ncc(-c3ccc4ccccc4c3)[nH]2)cc1 (stereo not given)
 : -20.9	0.3	10.8	-5.1	nt	-7.4	-0.2	-5.2	7.6
NC(=O)COC(=O)c1ccc2c(c1)S(=O)(=O)N=C1CCCCCN12
 : 13.4	0.7	13.9	-8.8	-3.8	-4.2	0.5	-3.3	-3.0
Cn1c(N/N=C/c2cccs2)nc2c1c(=O)n(Cc1ccccc1)c(=O)n2C
 : -0.8	1.4	10.8	-1.6	-6.1	-21.6	2.7	-5.7	3.0
Cc1ccc(Cl)cc1-c1cc(C(=O)N2CCc3ccccc3C2)[nH]n1
 : -11.1	-0.6	-7.1	-0.1	nt	-9.6	3.9	-2.5	3.9
Cc1c(C(=O)NCc2cccc(C(F)(F)F)c2)sc(=O)n1Cc1ccc(S(=O)(=O)N(C)C)cc1
 : -0.1	6.7	8.2	-8.0	nt	28.2	3.7	-4.0	-8.8
COc1ccc(NC(=S)N2CCc3cc(OC)c(OC)cc3C2)cc1
 : -16.9	1.2	18.8	-8.5	0.0	-5.3	2.4	0.7	14.9
COc1cc2cnc(Cl)nc2cc1OC
 : -1.1	-0.2	4.4	2.6	-10.2	-6.8	1.0	-6.3	0.6
CC1CCCC(NC(=O)CCCn2c(=S)[nH]c3ccccc3c2=O)C1C (stereo not given)
 : 9.5	0.2	4.7	-4.2	-3.5	0.5	-0.3	-4.4	-3.1
c1ccc(-c2cc(NCCN3CCCCC3)c3ccccc3n2)cc1
 : -8.5	-0.3	18.2	-14.9	-15.8	0.0	-1.5	-9.3	2.9
CCN1CCCC1CNC(=O)c1ccc(CS(=O)(=O)c2ccccc2C)o1 (stereo not given)
 : 4.4	1.4	17.4	-7.0	-18.9	-16.2	1.5	-5.0	-2.4
CCOC(=O)c1c(NC(=O)C(C)NCc2ccco2)sc2c1CCC(C)C2 (stereo not given)
 : -7.0	-0.1	5.6	-12.7	-42.6	3.4	8.7	-4.4	-2.7
Cc1ccc(-c2cn3nc(C)c(C)nc3n2)cc1
 : -15.4	0.3	-2.4	-4.9	-14.0	13.0	1.7	-2.8	9.3
CCOc1cc(/C=N/NC(=O)c2ccncc2)ccc1OC(=O)c1ccco1
 : 3.7	1.1	8.9	-5.6	-3.5	-22.9	1.4	-0.3	1.9
Cc1ccc(S(=O)(=O)CCC(O)c2ccc(Cl)cc2)cc1 (stereo not given)
 : -4.1	1.4	3.1	-3.4	-9.3	-21.4	-0.8	-4.9	2.6
CCC(=O)NC(c1ccc(N(C)C)cc1)c1c(O)ccc2ccccc12 (stereo not given)
 : 1.2	0.7	18.5	-3.3	-7.3	15.9	6.8	-5.7	-1.5
CC(C)C1Oc2ccccc2N(CC(=O)NCCCN2C(C)CCCC2C)C1=O (stereo not given)
 : -9.4	0.2	6.8	-1.7	-13.2	-23.2	14.2	-6.3	3.5
CC(C)NC(=S)Nc1ccc2nc3n(c(=O)c2c1)CCCCC3
 : 2.5	0.3	-7.3	1.6	-12.4	-10.8	0.7	-10.9	-5.1
O=[N+]([O-])c1nn(-c2ccccc2)n(O)c1=NCCc1ccccc1
 : -5.5	1.6	23.8	-7.0	-7.8	-18.8	13.3	-7.3	9.7
O=C(c1ccc(CS(=O)c2ccccc2Cl)o1)N1CCN(c2ccccc2)CC1 (stereo not given)
 : 6.2	4.1	-24.2	10.9	-22.9	17.4	8.3	2.3	15.1
CN(C(=O)CSc1nc(N)cc(N)n1)C1CCS(=O)(=O)C1 (stereo not given)
 : -1.8	2.4	15.2	-10.9	-0.8	-29.1	2.3	-2.9	4.6
CCN(CC)S(=O)(=O)c1cccc(NC(=O)COC(=O)C2=COCCO2)c1
 : -5.7	2.5	13.4	1.8	-15.2	-25.9	10.0	2.7	6.0
CC(=O)NS(=O)(=O)c1ccc(NC(=O)CC23CC4CC(CC(Br)(C4)C2)C3)cc1
 : -4.5	-0.1	4.0	-10.8	-12.1	4.2	-2.3	-4.4	6.9
Nc1[nH]n(-c2ccccc2)c(=O)c1N=Nc1ccc2c(c1)OCO2
 : 3.8	0.5	14.0	-13.3	-10.3	18.4	2.5	14.2	-6.6
O=C(COn1nnc2ccccc21)NCC1CCCCC1
 : -8.4	0.3	8.2	-6.1	-9.4	1.6	9.6	-2.7	4.8
Cc1c(Cl)cccc1Nc1nc(N)nc(CSC(=S)N2CCOCC2)n1
 : 0.2	3.9	16.2	-5.2	-7.7	8.5	4.5	-4.8	-0.5
